Source: PubChem BioAssay
MK inhibit: S. pneumoniae MK inhibitors, primary screen, biochemical, PK/LDH-coupled NADH absorbance; purified MK, PK/LDH-coupled NADH absorbance 340 nm; AID 555, 2006; inhibition, % at 10 µM; mevalonate kinase [Streptococcus pneumoniae D39]; 0.48% of 65,000 active;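 active = ranked among the strongest by inhibition in the single 10 µM screen, a fixed top-ranked set picked for dose follow-up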; note: no value below 0 was filed
KRASV12 cytotoxicity: cytotoxicity in KRAS-transformed pancreatic duct cells, primary screen, cell-based, fluorescence, HTS (AID 431); HPDE-C7K KRASV12 cells, Alamar Blue viability, 48 h; higher % means a stronger effect; cytotoxicity, % at 10 µM; hits with a dose series show EC50 in µM; 1.7% of 63,000 active;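 active = compounds whose percent cytotoxicity in the single-dose primary screen, scaled between solvent and toxic-drug controls, exceeds 50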;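 note: 0% = DMSO solvent wells and 100% = doxorubicin-treated wells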
HT1080 cytotoxicity: cytotoxicity in HT1080 fibrosarcoma cells, cell-based, fluorescence readout (AID 620); HT1080 viability, fluorescence; higher % means a stronger effect; one-dose cytotoxicity, % at 10 µM; EC50 in µM for titrated hits; 0.42% of 87,000 active;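 note: cells exposed to compound overnight then 4 h with Alamar Blue; 0% = vehicle DMSO and 100% = killing control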
DPM-DC inhibit: S. pneumoniae DPM-DC inhibitors, primary screen, biochemical, PK/LDH-coupled NADH fluorescence | calls only at 10 µM | 0.49% of 65,000 active | AID 556, 2006 | diphosphomevalonate decarboxylase (Streptococcus pneumoniae D39) | purified DPM-DC;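 active = the 320 compounds with the highest percent inhibition in the single-dose primary screen, excluding strongly autofluorescent ones, cut at about 32% in these data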;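 note: kinetic rate of NADH fluorescence loss reporting ADP formed by the decarboxylase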
Bfl-1 displacement: Bfl-1 inhibitors, primary screen, biochemical, fluorescence polarization, FITC-Bid, mouse (AID 432) | Bcl-2-related protein A1 (Mus musculus) | FITC-Bid BH3 peptide fluorescence polarization displacement; higher % means a stronger effect | displacement, % at 20 µM, or IC50 in µM where a hit was titrated | 0.02% of 64,000 active; in the data active = a potency from the dose series; inactive = the rest, 99 in 100 with displacement below about 15%; note: strong numbers were not always called active
HPDE-C7 cytotoxicity: cytotoxicity in HPDE-C7 cells, cell-based, fluorescence, HTS (AID 430); HPDE-C7 pancreatic duct cells viability, fluorescence; higher % means a stronger effect; cytotoxicity, % at 10 µM; hits with a dose series show EC50 in µM; 1.8% of 63,000 active;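 note: cells exposed to compound for 48 hours before viability readout; 0% = vehicle and 100% = reference cytotoxic drug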
Alkaline phosphatase: human TNAP enzyme inhibitors, biochemical, luminescent (AID 518) | Alkaline phosphatase, tissue-nonspecific isozyme (Homo sapiens) | purified TNAP enzyme, luminescent substrate readout; higher % means a stronger effect | inhibition, % at 20 µM, or IC50 in µM where a hit was titrated | 0.09% of 64,000 active; in the data active = a potency from the dose series; inactive = the rest, 99 in 100 with inhibition below about 22%;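 note: plate controls were vehicle for no effect and reference inhibitor for full effect; many of its hits are not listed in these tables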
LYP phosphatase: LYP phosphatase inhibitors, primary screen, biochemical, DiFMUP fluorescence, recombinant catalytic domain, 10 µM (AID 606) | 52,000 tested, under 10 active | recombinant LYP catalytic domain, DiFMUP fluorescence; higher % means a stronger effect | Tyrosine-protein phosphatase non-receptor type 22 (Homo sapiens) | inhibition, % at 10 µM, or IC50 in µM where a hit was titrated;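 active = IC50 under 40 µM in the dose-response test; inactive = IC50 of 40 µM or more, or never dose-tested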
PMK inhibit: S. pneumoniae PMK inhibitors, primary screen, biochemical, mevalonate pathway, pilot trial included | 0.49% of 65,000 active | purified PMK, PK/LDH-coupled NADH absorbance 340 nm | phosphomevalonate kinase (Streptococcus pneumoniae D39) | inhibition, % at 10 µM | AID 539, 2006;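 active = top-ranked compounds by inhibition in the single 10 µM screen, taking a fixed number of the strongest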;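 note: 0% = full reaction with DMSO carrier and 100% = background rate without enzyme reaction; no value below 0 was filed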
PMK inhibit pilot replicates: further read-out of PMK inhibit, marked with its call; inhibition, %; measured here: pilot screen replicates
MK inhibit pilot replicates: also measured in MK inhibit; calls as there; inhibition, %; measured here: pilot screen replicates
DPM-DC inhibit pilot screen %: also measured in DPM-DC inhibit; calls as there; inhibition, %; measured here: pilot screen trials
An asterisk follows results filed as active; i = inactive; . = no result given. Cut-off read from the data, not from the text of the source, unless noted: active = cytotoxicity above about 50%; inactive = the rest.

Start of the listing, in advance, two compounds:
SMILES	MK inhibit	KRASV12 cytotoxicity	HT1080 cytotoxicity	DPM-DC inhibit	Bfl-1 displacement	HPDE-C7 cytotoxicity	Alkaline phosphatase	LYP phosphatase	PMK inhibit	others
COC(=O)CSc1nnc(CNc2ccc(Cl)cc2)n1Cc1ccccc1	9	12%	4%	i	-3%	18%	9%	.	18
CCOC(=O)CCc1c(C)nc2cc(-c3ccc(Cl)cc3)[nH]n2c1=O	10	8%	-4%	i	2%	-11%	10%	.	17

All compounds of this part, from the start:
SMILES	MK inhibit	KRASV12 cytotoxicity	HT1080 cytotoxicity	DPM-DC inhibit	Bfl-1 displacement	HPDE-C7 cytotoxicity	Alkaline phosphatase	LYP phosphatase	PMK inhibit	others
COC(=O)CSc1nnc(CNc2ccc(Cl)cc2)n1Cc1ccccc1	9	12%	4%	i	-3%	18%	9%	.	18
CCOC(=O)CCc1c(C)nc2cc(-c3ccc(Cl)cc3)[nH]n2c1=O	10	8%	-4%	i	2%	-11%	10%	.	17
CC(=O)NC1(c2ccccc2)CCN(c2nc(C)cc(C)n2)CC1	5	5%	15%	i	-4%	9%	17%	2%	13
O=C(Nc1ccccc1C(=O)N1CCCCCC1)c1cccc(S(=O)(=O)N2CCOCC2)c1	5	6%	-11%	i	4%	-2%	-8%	1%	15	PMK inhibit pilot replicates=3.5;MK inhibit pilot replicates=5.0;DPM-DC inhibit pilot screen %=3.0
CCOC(=O)c1ccccc1NC(=O)c1c(F)c(F)c(F)c(F)c1F	3	14µM*	-5%	i	1%	16µM*	8%	-12%	0
CCOC(=O)N1CCN(CC(=O)N2c3ccccc3CC2C)CC1 (stereo not drawn)	7	-6%	3%	i	-7%	-18%	2%	4%	9
O=C(C1CCC1)N1CCc2cc(S(=O)(=O)NCc3cccnc3)ccc21	10	2%	0%	i	-9%	6%	2%	6%	8
CCN1CCN(c2cc(C)c3cc(NC(=O)Cc4ccc(OC)c(OC)c4)ccc3n2)CC1	2	-2%	4%	.	5%	-1%	-2%	11%	0
CC1=C(C(=O)NCc2ccccc2)C(c2cccnc2)n2ncnc2N1 (stereo not drawn)	13	.	13%	i	-6%	.	7%	8%	1
COc1ccc(N2CCN(c3nc4c(c(=O)n(C)c(=O)n4C)n3Cc3ccccc3)CC2)cc1	13	8%	-8%	i	-5%	10%	6%	4%	6
N#CC1=C(N)N(c2ccccc2)C(c2ccco2)C1(C#N)C#N (stereo not drawn)	12	3%	1%	.	2%	1%	13%	0%	11	PMK inhibit pilot replicates=2.0;MK inhibit pilot replicates=0.0
CCN(CC)S(=O)(=O)c1ccc(C(=O)OCC(=O)N2CCN(C(=O)c3ccco3)CC2)cc1	48*	.	-6%	i	4%	.	9%	4%	0
CC1(C)C(=O)Nc2ccccc2N1C(=O)COC(=O)C12CC3CC(CC(O)(C3)C1)C2	0	-4%	2%	i	13%	-1%	9%	9%	18
CC(C)N(C(=O)CSc1nnc(CN2CCCCCC2=O)n1-c1ccccn1)C(C)C	6	6%	0%	i	-10%	0%	2%	.	11
CCCOc1ccc(NC2=CC(=O)CC(C)(C)C2)cc1	6	-5%	35%	i	-4%	-2%	21%	20%	21	PMK inhibit pilot replicates=4.0;MK inhibit pilot replicates=0.5;DPM-DC inhibit pilot screen %=11
COc1ccc(C(=O)NCCn2ccc3ccccc32)cc1	9	-9%	-11%	i	2%	-11%	11%	-1%	9	PMK inhibit pilot replicates=4.5;MK inhibit pilot replicates=3.0;DPM-DC inhibit pilot screen %=0.5
CCC(C)NC(=O)CCCCCn1c(=O)[nH]c2cc(OC)c(OC)cc2c1=O (stereo not drawn)	5	-2%	-6%	i	-2%	-10%	7%	.	9
C=CCOC(=O)C1=C(C)NC(=O)NC1c1ccc(Cl)cc1 (stereo not drawn)	5	7%	.	i	-5%	15%	10%	0%	3
O=C(CCCn1c(=O)oc2ccccc21)Nc1cccnc1	4	-4%	3%	i	-16%	1%	9%	11%	0
[O-][n+]1onc2c1CCc1nnccc1-2	0	11%	-6%	i	0%	-1%	10%	2%	0
COC(=O)c1oc2ccc(Br)cc2c1NC(=O)c1ccccc1	5	-4%	5%	i	-5%	1%	4%	1%	10
Cc1oc(-c2ccccc2)nc1C(=O)OCC(=O)NC(=O)NCC(C)C	0	2%	-6%	i	-8%	8%	11%	-3%	15
O=C(c1cccc(S(=O)(=O)NCCOc2ccccc2)c1)N1CCN(c2ncccn2)CC1	18	8%	-6%	i	-7%	5%	9%	7%	12
O=C1CC(N2CCC(C(=O)N3CCCCC3)CC2)C(=O)N1 (stereo not drawn)	10	12%	0%	i	3%	5%	10%	-1%	0	PMK inhibit pilot replicates=5.0;MK inhibit pilot replicates=5.5;DPM-DC inhibit pilot screen %=2.0
Cn1c(=O)[nH]c(=O)c2c1nc(SCCN1CCOCC1)n2Cc1ccccc1	0	.	5%	i	.	.	.	.	24
COc1ccccc1C1C2CCCCC2(O)CCN1CC(=O)Nc1ccccc1 (stereo not drawn)	1	-7%	27%	i	-2%	-23%	7%	.	10
COc1ccc(C(CC(=O)NC(C)(C)C)n2cccc2)cc1 (stereo not drawn)	0	-2%	-2%	i	-7%	-2%	9%	12%	11
COc1ccc(C(=O)Nc2cccc(C(C)=O)c2)cc1OC	6	-9%	-4%	i	-12%	-17%	11%	-7%	8
CCn1c(=O)c2cc(C(=O)Nc3cc(C)on3)sc2c2ccccc21	5	-2%	-12%	.	0%	7%	7%	-15%	2
Cc1cc(C)c(S(=O)(=O)N2CCN(CCO)CC2)c(C)c1	4	-5%	6%	i	4%	-18%	4%	6%	0
O=C(CSc1nc2ccccc2n1CC(=O)N1CCCC1)N1CCN(C(=O)c2ccco2)CC1	1	-15%	-7%	i	1%	-8%	6%	6%	20
Cc1ccc(S(=O)(=O)C(C#N)c2nc3ccccc3nc2OC(C)C)cc1 (stereo not drawn)	4	6%	-2%	i	59%	8%	13%	4%	5	PMK inhibit pilot replicates=0.5;MK inhibit pilot replicates=2.5;DPM-DC inhibit pilot screen %=0.5
COC(=O)c1ccccc1NC(=O)CSc1nccn1C	4	7%	23%	i	-2%	2%	8%	3%	0
COc1ccccc1NC(=O)Cc1noc(CSc2cc(C)c3ccccc3n2)n1	0	-4%	-9%	i	-6%	4%	16%	.	4	PMK inhibit pilot replicates=0.0;MK inhibit pilot replicates=0.0;DPM-DC inhibit pilot screen %=0.0
CN1CCc2c(sc3nc(SCC(N)=O)n(-c4ccccc4)c(=O)c23)C1	8	-12%	8%	i	-71%	-6%	6%	0%	0
COc1ccc(C)cc1S(=O)(=O)N(CC(=O)O)c1ccc(F)cc1	0	8%	2%	i	-14%	-29%	7%	17%	0
COc1cc(NC(=O)CN2CCN(S(=O)(=O)c3ccc(C(C)C)cc3)CC2)cc(OC)c1	5	-7%	-7%	i	-4%	-1%	0%	2%	10
CCOc1ccccc1-c1nc(-c2ccc(NC(=O)c3ccc(Br)o3)cc2)no1	3	-8%	2%	i	-5%	-18%	5%	.	0
NC1=NC(c2ccc(Br)cc2)n2c(nc3ccccc32)N1 (stereo not drawn)	0	-22%	-1%	i	0%	-15%	-35%	6%	15	PMK inhibit pilot replicates=2.5;MK inhibit pilot replicates=0.0;DPM-DC inhibit pilot screen %=3.0
CC(=O)Nc1ccc(NC(=O)Cn2cc3c(n2)CCCC3)cc1	0	-4%	-5%	i	-7%	-15%	8%	-5%	17
COc1ccc(Cl)cc1NC(=O)C1CSC(c2ccncc2)=N1 (stereo not drawn)	11	4%	0%	i	1%	8%	5%	.	14
O=C(O)CN1C(=O)COc2cc(S(=O)(=O)N3CCCC3)ccc21	0	6%	0%	i	2%	2%	7%	19%	0
COc1ccc(CCN2C(=O)CC(Nc3ccc(N4CCOCC4)cc3)C2=O)cc1OC (stereo not drawn)	11	6%	3%	i	-2%	-9%	8%	0%	5
COC(=O)c1ccc(NC(=O)CN(C2CCCCC2)S(C)(=O)=O)cc1	6	6%	-3%	i	-7%	-6%	13%	2%	6
O=C(c1cc2nc(-c3ccccc3)cc(C(F)(F)F)n2n1)N1CCOCC1	3	-11%	.	i	2%	-14%	10%	6%	3
CCCCC(=O)Nc1ccc(Cl)cn1	10	-35%	-4%	i	0%	-36%	6%	1%	16
Cc1nnc(NC(=O)CSc2nnc(Cc3cccn3C)n2-c2cccc(C)c2C)s1	10	0%	4%	i	3%	6%	13%	-8%	0
Cn1c(C(=O)N2COCC2(C)C)cc2c(=O)n3ccccc3nc21	8	8%	12%	.	-2%	-2%	7%	8%	10
COCCn1c(=O)[nH]c2cc(C(=O)OC)ccc2c1=O	8	-7%	28%	i	-5%	-8%	-1%	12%	0
O=C1CCCc2nc(N3CCCCC3)sc21	6	-1%	3%	i	-8%	-3%	9%	-3%	0	PMK inhibit pilot replicates=3.0;MK inhibit pilot replicates=1.0;DPM-DC inhibit pilot screen %=2.5
Cc1cc(C)cc(N(CC(=O)NCc2ccco2)C(=O)CCC(=O)Nc2ccccn2)c1	8	-7%	-8%	i	0%	-6%	7%	5%	1
CC1(C)Oc2ccc(C(=O)NC3CCCC3)cc2N(CC(=O)NC2CCCCC2)C1=O	0	-2%	10%	i	0%	-1%	2%	4%	9
COc1ccccc1CC(=O)Nc1ccc(-c2nnc(-c3ccco3)o2)cc1	9	0%	14%	.	-15%	-17%	14%	10%	1
Cc1cc(O)c(-c2cc(C(=O)Nc3ccc(S(=O)(=O)N4CCOCC4)cc3)[nH]n2)cc1C	0	6%	10%	i	-2%	1%	4%	.	2	PMK inhibit pilot replicates=0.5;MK inhibit pilot replicates=0.0;DPM-DC inhibit pilot screen %=0.5
O=C(/C=C/Nc1ccc(F)cc1)c1ccco1	0	13%	2%	i	-2%	-3%	6%	1%	6
COCCn1nnnc1CN1CCN(c2cccc(C(F)(F)F)c2)CC1	10	-3%	-9%	i	0%	7%	9%	.	18
O=C(Nc1ccccc1)c1ccc(NCC2CCCO2)c(S(=O)(=O)N2CCOCC2)c1 (stereo not drawn)	8	-2%	-7%	i	-3%	-1%	7%	-5%	4	PMK inhibit pilot replicates=0.0;MK inhibit pilot replicates=3.0;DPM-DC inhibit pilot screen %=2.5
COc1ccc(/C(O)=C2\C(=O)C(=O)N(CCN(C)C)C2c2cccc(OC)c2OC)cc1Cl (stereo not drawn)	7	0%	-12%	i	6%	1%	9%	-2%	4
O=C(CCCC(=O)OCC(=O)NC1CCCC1)Nc1ccccn1	9	14%	5%	i	8%	4%	12%	3%	17	PMK inhibit pilot replicates=0.0;MK inhibit pilot replicates=0.0;DPM-DC inhibit pilot screen %=0.0
